Assay outcomes as filed in PubChem BioAssay.
cytoskel mod = alters cytoskeleton assembly in HUVEC cells | HUVEC TNFa F-actin phalloidin imaging, high content | inhibition, % at 2 µM | hit rate 0.18% among 91,000 | AID 836;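 active = inhibition above the batch mean plus 3 SD and confirmed as a hit by visual image inspection, cut at about 30% in these data, passing the limit was not always enough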; note: strong numbers were not always called active
PLK1 kinase inh = blocks human PLK1 kinase activity | P53350 | recombinant PLK1 kinase, TR-FRET peptide phosphorylation | inhibition, % at 10 µM | hit rate 0.53% among 97,000;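 active = inhibition of 50% or more in the single-concentration screen; inactive = inhibition below 50%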;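 note: 0% = DMSO max control and 100% = H-89 dihydrochloride min control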
hDAT+cocaine = changed human dopamine transporter uptake under cocaine IC80. LLC-PK1 hDAT cells, [14C]-dopamine uptake with cocaine IC80; actives deviate in either direction. B-score at 10 µM. hit rate 1.3% among 110,000. AID 449768;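 active = Z score or B-score, a plate-position-corrected score, falls beyond the plate's 99.7% confidence bounds, in either direction; inactive = both scores lie inside the 99.7% bounds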;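 note: scored against the spread of the other compound wells on the same plate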
PLK1 PBD inh = blocks phosphopeptide binding to human Plk1 polo box domain; inhibition, %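 (tested at about 20 µM)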; Plk1 PBD phosphopeptide binding, fluorescence polarization; AID 693; hit rate 0.13% among 97,000; P53350; in the data active = inhibition above about 34%, passing the limit was not always enough
TNFa cytotox = HUVEC cytotoxicity counter-screen, TNF alpha stimulated; HUVEC TNFalpha-stimulated, Hoechst cell count, imaging; cell count reduction, % at 2 µM; hit rate 0.17% among 93,000;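 active = cell count reduction exceeding the screen mean by over 5 SD, scaled to untreated wells per plate, cut at about 78% in these data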;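 note: cells counted after 24 h of TNF alpha exposure following the 1 h pretreatment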
VCAM1 TNFa inh = reduces TNF alpha induced VCAM1 expression in HUVEC | HUVEC TNFa-induced VCAM-1 immunofluorescence, high-content imaging | hit rate 0.48% among 95,000 | inhibition, % at 2 µM | AID 802;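 active = inhibition above the batch mean plus 3 SD, with images confirmed as a hit by eye, cut at about 37% in these data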;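 note: 0% = TNF-stimulated DMSO wells and 100% = unstimulated control wells; not every result past the cut was called active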
sEH inh = soluble epoxide hydrolase (human) inhibition; P34913; inhibition, % at 2 µM; hit rate 0.34% among 91,000; recombinant human sEH enzymatic activity assay; AID 707; in the data active = inhibition above about 80%; note: values of inactives mirror those of a sister screen read the other way; many of its hits are not listed in these tables
Target sequence (P34913 whole entry, looked up): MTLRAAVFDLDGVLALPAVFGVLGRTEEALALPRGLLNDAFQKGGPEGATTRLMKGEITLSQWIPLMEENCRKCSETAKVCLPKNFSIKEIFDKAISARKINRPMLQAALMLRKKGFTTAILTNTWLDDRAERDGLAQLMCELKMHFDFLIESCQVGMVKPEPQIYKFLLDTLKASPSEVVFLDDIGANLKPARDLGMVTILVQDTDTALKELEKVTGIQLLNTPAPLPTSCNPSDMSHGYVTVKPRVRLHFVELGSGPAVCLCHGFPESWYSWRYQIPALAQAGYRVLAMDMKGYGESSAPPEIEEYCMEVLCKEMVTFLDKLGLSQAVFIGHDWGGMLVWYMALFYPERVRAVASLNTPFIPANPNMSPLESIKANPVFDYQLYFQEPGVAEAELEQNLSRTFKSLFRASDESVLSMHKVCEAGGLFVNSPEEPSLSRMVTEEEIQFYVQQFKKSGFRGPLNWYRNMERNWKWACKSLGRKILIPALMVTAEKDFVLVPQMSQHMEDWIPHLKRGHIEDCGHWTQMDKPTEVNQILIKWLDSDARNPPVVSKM
Ecoli WT expand = blocks growth of wild type E. coli BW25113; OD600 absorbance; growth inhibition, % at 100 µM; AID 710; hit rate 0.15% among 98,000;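 active = growth inhibition above about 50% at one test dose, limit read from the data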;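 note: growth measured after 20 h incubation at 37 °C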
HUVEC tox IL1B = HUVEC cytotoxicity counter-screen, IL-1B stimulated; hit rate 0.41% among 94,000; cell count reduction, % at 2 µM; HUVEC cell count loss, Hoechst imaging;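 active = cell count reduction more than 3 SD above the screen-wide mean, cut at about 70% in these data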;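 note: normalized per plate to untreated control cells as the no-loss baseline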
* = called active by the depositor; . = no result given.

[1] O=C(c1ccco1)N1CCN(C(=O)C(Sc2ccccc2)c2ccccc2)CC1 (stereo unspecified)
[2] c1ccc(-c2cc(CSc3nc4ccccc4[nH]3)on2)cc1
[3] CCOC(=O)N1CCN(C(=O)Nc2ccc3nc(C)c(C)nc3c2)CC1
[4] Cc1cc(NC(=O)CN2CCCC(C)C2)n(-c2nc3ccccc3s2)n1 (stereo unspecified)
[5] Cc1ccsc1C1CC(=O)NC2=C1C(=O)CC(C)(C)C2 (stereo unspecified)
[6] Cn1c(C(=O)NCCc2c[nH]c3ccccc23)cc2sccc21
[7] Cn1c(CCNC(=O)c2ccc(Cl)c(Cl)c2)nnc1SCc1ccc(Cl)c(Cl)c1
[8] CCCSc1nnc2n(N)c(=O)c3ccccc3n12
[9] CCOC(=O)c1sc(NC(=O)CSc2ccccn2)c(C#N)c1C
[10] O=C(Nc1cccc(Br)c1)c1ccc2nc(N3C(=O)CCC3=O)sc2c1
compound no.	1	2	3	4	5	6	7	8	9	10
cytoskel mod	-1	-14	.	11	-22	-6	-17	6	-15	0
PLK1 kinase inh	-7	-12	3	-9	-6	-15	-6	2	-8	-14
hDAT+cocaine	-0.57	0.12	0.095	-0.17	0.2	0.082	-0.43	-1.9	0.25	-0.22
PLK1 PBD inh	6	-11	0	-12	8	-6	5	-10	28	-8
TNFa cytotox	-5	17	-36	8	7	-18	4	-3	.	-20
VCAM1 TNFa inh	-9	12	3	-6	-7	12	3	12	-10	-25
sEH inh	-12	-2	12	6	-2	-4	2	-7	-12	-12
Ecoli WT expand	2	-2	-7	-2	-3	-1	0	-2	-4	-9
HUVEC tox IL1B	-8	-19	-45	-138	-5	-7	-43	-4	46	-44

[11] CCOc1nc(-c2ccc(C)cc2)ccc1-c1noc(-c2cccnc2)n1
[12] CCCCN(C)CCCNC(=O)c1cccc(N2CCCC2=O)c1
[13] COc1ccccc1NC(=O)N1CCCC1C(=O)Nc1ccc2c(c1)OCO2 (stereo unspecified)
[14] COC(=O)c1sccc1-c1ccc(C(=O)Nc2cccnc2)o1
[15] COc1ccc(C)cc1S(=O)(=O)N1CCN(Cc2ccccc2)CC1
[16] CS(=O)(=O)c1ccccc1COC(=O)Nc1ccc(Cl)cc1
[17] COc1ccc(/C=C(\NC(=O)c2ccccc2)C(=O)N/N=C/c2ccncc2)cc1
[18] COc1ccc(C2C(C(=O)NCc3ccccc3)=C(C)Nc3ncnn32)cc1OC (stereo unspecified)
[19] CCN(CC)CCCNC(=O)c1nn(-c2cccc(OC)c2)c(=O)c2ccccc12
[20] CCC(C)(C)NC(=O)C(c1ccc(C)cc1)N(Cc1cccs1)C(=O)c1ccc2c(c1)OCCO2 (stereo unspecified)
compound no.	11	12	13	14	15	16	17	18	19	20
cytoskel mod	3	4	8	-7	-6	4	-5	12	5	-12
PLK1 kinase inh	-25	-10	-4	-7	-3	-9	-14	-12	3	-5
hDAT+cocaine	-0.51	-1.1	-0.028	-1.6	0.096	1.6	0.28	-0.46	-0.11	.
PLK1 PBD inh	5	-30	0	8	13	14	8	31	6	-32
TNFa cytotox	.	-16	-15	-10	-4	5	21	-18	-10	13
VCAM1 TNFa inh	-2	24	-5	18	-4	-8	11	10	5	-10
sEH inh	-9	0	6	1	14	-7	-9	.	-4	6
Ecoli WT expand	-6	-2	-4	2	9	5	8	-2	-11	-21
HUVEC tox IL1B	-23	-6	21	0	11	8	-10	-34	-15	-4

[21] N#CC(C#N)=C1CCc2ccccc2N1
[22] Cc1ccc(-c2noc(CCC(=O)Nc3ccc4c(c3)OCO4)n2)cc1
[23] OC1CCN(c2c3c(nc4cc(-c5ccc(Cl)cc5)nn24)CCC3)CC1
[24] Cc1n[nH]c(C)c1N1C(=O)c2cccc3c(Br)ccc(c23)C1=O
[25] CCCN(CCC)C(=O)c1c(NC(=O)CC)sc2c1CCCCC2
[26] COc1ccccc1-n1c(SCC(=O)O)nnc1-c1ccc(S(=O)(=O)N2CCCCC2)cc1
[27] Cn1c(=O)c2c(-c3ccccc3)n(Cc3cccnc3)cc2n(C)c1=O
[28] Cc1nc(N2CCN(Cc3ccccc3)CC2)nc2c1C(=O)CC(c1ccco1)C2 (stereo unspecified)
[29] COC(=O)CSc1nnc(-c2ccc(S(=O)(=O)NCc3ccccc3Cl)cc2)o1
[30] COc1ccc(NC(=O)CCc2nc(-c3ccc(C)cc3)no2)cc1Cl
compound no.	21	22	23	24	25	26	27	28	29	30
cytoskel mod	-5	1	4	-15	-2	.	1	-19	-3	-4
PLK1 kinase inh	-16	-11	-10	-12	-10	-6	1	-10	-28	-16
hDAT+cocaine	-1.2	-1.4	0.12	-0.15	0.3	-1.2	-0.63	0.016	-0.074	-0.47
PLK1 PBD inh	22	-26	13	-3	-1	-3	15	28	-9	-17
TNFa cytotox	0	-7	-35	5	-18	-39	-25	-54	-9	0
VCAM1 TNFa inh	21	14	-1	-14	2	7	9	6	-7	0
sEH inh	1	8	-20	-4	-4	-3	-1	-3	-12	-2
Ecoli WT expand	.	-11	.	.	.	-4	5	-8	-6	-23
HUVEC tox IL1B	1	-16	-20	16	-52	-11	15	-9	-11	-24

[31] Cc1ccc(NC(NC(=O)c2cccs2)C(Cl)(Cl)Cl)cc1C (stereo unspecified)
[32] Cc1ccc(C2NNC(=O)C2NC(=O)c2ccccc2)cc1 (stereo unspecified)
[33] COCC(=O)Nc1cc(OC)cc(OC)c1
[34] O=C(Cc1ccccc1)N1CCCC(c2nc(-c3cccs3)no2)C1 (stereo unspecified)
[35] CC(C)N=C(NC#N)SCc1ccc(Br)cc1
[36] CCC(=O)Nc1cccc(C(=O)c2ccccc2)c1
[37] Cc1ccc2c(c1)N(CC(=O)Nc1ccc3c(c1)OCCO3)C(=O)CO2
[38] CCOC(=O)N1CCN(C(=S)Nc2cc(OC)c(OC)cc2C(=O)OC)CC1
[39] CCCc1[nH]nc2c1C(c1ccc(OC)c(CSC3=NCCS3)c1)C(C#N)=C(N)O2 (stereo unspecified)
[40] CCOc1ccccc1NC(=O)C1CCN(C(=O)NCc2ccccc2)CC1
compound no.	31	32	33	34	35	36	37	38	39	40
cytoskel mod	-9	13	8	22	30	-2	-3	16	0	14
PLK1 kinase inh	3	-6	-2	-7	-5	-8	-9	-2	-1	-14
hDAT+cocaine	-0.85	-0.38	-0.13	-0.031	-0.97	0.41	0.56	-0.48	-0.035	0.044
PLK1 PBD inh	-10	-8	-10	26	-12	7	4	-17	-3	5
TNFa cytotox	-3	-11	-26	9	-14	2	-2	-10	-10	-20
VCAM1 TNFa inh	0	-14	14	-4	-9	10	8	10	5	4
sEH inh	-6	9	0	6	.	-7	-1	-6	22	4
Ecoli WT expand	-4	9	-2	3	-3	4	7	-1	5	.
HUVEC tox IL1B	-12	0	-57	-2	-4	15	91*	22	-34	-4

[41] COc1ccc(CN2CCNC(=O)C2CC(=O)O)cc1OC (stereo unspecified)
[42] O=S(=O)(c1cccc(-c2nnc(-c3ccc(Br)cc3)o2)c1)N1CCCCCC1
[43] Cc1ccsc1C(=O)N1CC(=O)Nc2ccccc21
[44] O=C1CC(c2cccc(F)c2)C2=C(CCCC2=O)N1 (stereo unspecified)
[45] CC(=O)NC(CCS(C)(=O)=O)C(=O)Nc1ccc2c(c1)OCCO2 (stereo unspecified)
[46] O=C(CN1CCN(c2ccccn2)CC1)Nc1cc(C(F)(F)F)ccc1Cl
[47] CC(=O)Nc1c(C(=O)N2CCOCC2)cnn1-c1ccc(C)c(C)c1
[48] O=C(COc1cc(Cl)c(Cl)cc1Cl)NCCN1CCOCC1
[49] Cc1cc(=O)oc(C)c1C(=O)NC12CC3CC(CC(C3)C1)C2
[50] COc1ccc(OC)c(C(=O)COC(=O)c2ccccc2O)c1
compound no.	41	42	43	44	45	46	47	48	49	50
cytoskel mod	1	14	-27	-9	11	3	3	0	25	-10
PLK1 kinase inh	-9	-9	-17	-10	-12	-7	-13	-13	-3	-5
hDAT+cocaine	-1.4	-0.42	0.13	0.12	-0.039	-1.1	-1.5	-0.048	0.013	-0.42
PLK1 PBD inh	7	3	-7	20	-8	10	26	-13	6	-5
TNFa cytotox	-38	7	-20	6	-28	-16	-7	-25	-40	-22
VCAM1 TNFa inh	16	-1	10	-6	-9	-10	21	8	10	-27
sEH inh	-9	0	.	-12	6	7	4	18	-3	.
Ecoli WT expand	1	-11	4	0	.	1	3	7	1	-14
HUVEC tox IL1B	12	40	-26	-17	-21	-2	-34	-11	9	-55

Part of the list above in order of SMILES length, high to low:
[42] O=S(=O)(c1cccc(-c2nnc(-c3ccc(Br)cc3)o2)c1)N1CCCCCC1
[46] O=C(CN1CCN(c2ccccn2)CC1)Nc1cc(C(F)(F)F)ccc1Cl
[45] CC(=O)NC(CCS(C)(=O)=O)C(=O)Nc1ccc2c(c1)OCCO2 (stereo unspecified)
[50] COc1ccc(OC)c(C(=O)COC(=O)c2ccccc2O)c1
[48] O=C(COc1cc(Cl)c(Cl)cc1Cl)NCCN1CCOCC1
[44] O=C1CC(c2cccc(F)c2)C2=C(CCCC2=O)N1 (stereo unspecified)
[43] Cc1ccsc1C(=O)N1CC(=O)Nc2ccccc21
compound no.	42	46	45	50	48	44	43
cytoskel mod	14	3	11	-10	0	-9	-27
PLK1 kinase inh	-9	-7	-12	-5	-13	-10	-17
hDAT+cocaine	-0.42	-1.1	-0.039	-0.42	-0.048	0.12	0.13
PLK1 PBD inh	3	10	-8	-5	-13	20	-7
TNFa cytotox	7	-16	-28	-22	-25	6	-20
VCAM1 TNFa inh	-1	-10	-9	-27	8	-6	10
sEH inh	0	7	6	.	18	-12	.
Ecoli WT expand	-11	1	.	-14	7	0	4
HUVEC tox IL1B	40	-2	-21	-55	-11	-17	-26

(further entries)
[51] N#Cc1c(N)nc(SCC(=O)OCc2ccccc2)c(C#N)c1-c1ccco1
[52] CC(C)c1ccc2c(c1)C1(NN=C(c3ccccc3)S1)C(=O)N2 (stereo unspecified)
[53] CCc1cccc(NC(=O)CSCc2cc(=O)[nH][nH]2)c1
[54] CC(C)(C)NC(=O)COc1ccc(CNc2ccc3[nH]c(=O)[nH]c3c2)cc1
[55] CCCCCSc1nc(N2CCOCC2)c2c(c1C#N)CC(C)(C)OC2
compound no.	51	52	53	54	55
cytoskel mod	3	-6	.	19	7
PLK1 kinase inh	-5	-20	-5	2	-11
hDAT+cocaine	-0.61	-0.14	-0.88	-0.015	-0.89
PLK1 PBD inh	-5	5	6	-1	-16
TNFa cytotox	-21	-14	-21	-9	-40
VCAM1 TNFa inh	-10	22	-3	5	4
sEH inh	-15	6	-25	10	3
Ecoli WT expand	1	.	9	4	7
HUVEC tox IL1B	15	-2	19	-11	-144
